Peg3 prom inh: reduces Peg3 promoter-driven luciferase expression in HeLa. actives 1.7% (n = 360,000). HeLa PEG-Prom luciferase reporter, luminescence, overnight. inhibition, % at 20 µM;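 active means inhibition of at least 50% at 20 µM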
NR2E3 ag-1: agonists of human nuclear receptor NR2E3. Q9Y5X4. GST-NR2E3/biotin-RetCOR TR-FRET, 1536-well. inhibition of corepressor binding, % at 4.78 µM. actives 0.12% (n = 320,000). AID 2300;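 active means percent inhibition above the cutoff of mean plus 3 SD of all tested compounds, set per screening campaign, cut at about 20% in these data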;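 further: 0% = DMSO wells and 100% = biotin wells as full block of FRET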
Target sequence (Q9Y5X4 whole entry, looked up): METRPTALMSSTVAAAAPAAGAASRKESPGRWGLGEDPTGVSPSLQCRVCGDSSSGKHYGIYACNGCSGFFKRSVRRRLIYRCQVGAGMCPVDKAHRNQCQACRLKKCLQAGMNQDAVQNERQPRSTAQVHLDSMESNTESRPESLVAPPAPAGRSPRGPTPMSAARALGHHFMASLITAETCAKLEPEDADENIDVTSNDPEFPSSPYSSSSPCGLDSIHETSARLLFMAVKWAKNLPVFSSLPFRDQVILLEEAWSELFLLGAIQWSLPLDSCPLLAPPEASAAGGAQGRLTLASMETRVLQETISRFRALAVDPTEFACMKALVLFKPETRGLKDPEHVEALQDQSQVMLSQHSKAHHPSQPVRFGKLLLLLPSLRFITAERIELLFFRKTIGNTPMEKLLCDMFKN
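Format: 1536-well format; test system: GST-NR2E3 and biotin-RetCOR proteins; read-out basis: percent inhibition of TR-FRET ratio; timing: 5 h incubation at 4 °C; detection: time-resolved FRET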
Exocytosis inh: blocks lytic granule exocytosis | TALL-104 LAMP-1 surface exposure, flow cytometry; cells stimulated with thapsigargin and PMA | inhibition, % at 10 µM | actives 0.66% (n = 360,000);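 active means inhibition above about 55%, limit read from the data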
hiPSC survival: hiPSC single-cell survival enhancement. survival enhancement, % at 20 µM. AID 602274. actives 0.044% (n = 360,000). ATPlite luminescence; 100% = ROCK inhibitor wells, 0% = DMSO; in the data active means survival enhancement above about 18%;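 further: cells exposed to compounds for 16 hours before the ATP read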
HIF-2a inh: inhibitors of HIF-2a | 786-0 RCC cells HIF-2a reporter, luciferase luminescence, overnight | inhibition, % at 18.8 µM | actives 0.72% (n = 360,000) | AID 624352;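 active means inhibition of the luminescence signal of 40% or more relative to plate controls, in a single-dose primary screen at 18.75 µM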
Vif imaging: blocks HIV Vif function | actives 0.35% (n = 340,000) | inhibition, % at 7.49 µM | HEK293T cells, Vif self-association by quenched fluorescence, imaging, 24 h | AID 602346; in the data active means inhibition above about 50%, passing the limit was not always enough; further: some results filed as inactive read as strong as hits
NR2E3 ag-2: agonists of human NR2E3 nuclear receptor; Q9Y5X4; CHO-S Gal4-NCOR/VP16-NR2E3 two-hybrid, luciferase; inhibition of corepressor binding, % at 3.98 µM; actives 0.35% (n = 360,000); AID 602229;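 active means inhibition above the mean of all tested compounds plus 3 SD, cut at about 70% in these data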;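 further: 0% = DMSO with NR2E3 transfected cells and 100% = cells lacking NR2E3 construct; higher means lower luciferase signal from less NR2E3 corepressor binding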
CaV13 ICDI inh: Primary screen for inhibitors of IQ motif and Ca2+-dependent inactivation inhibitor domain binding in CACNA1D, Förster resonance energy transfer in living cells, …; HEK cells, CFP/YFP FRET ICDI-IQ, plate reader, 10 min; percent FRET-ratio fall versus neutral wells; inhibition, % at 12.3 µM; actives 0.098% (n = 340,000); AID 743397;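 active means mean replicate inhibition of at least 30% and at least 1% of replicates passing that level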;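 further: 0% = median of the neutral control wells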
aDG glyco up: increases alpha dystroglycan glycosylation | Pro5-aDG cells, alpha-DG glycosylation AlphaScreen (IIH6); 0% Pro5, 100% B10-LARGE cell signal | activation, % at 10 µM | actives 0.22% (n = 360,000) | AID 624168;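 active means activation of at least 8% versus controls, or a plate z-score of at least 8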;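 further: Pro5 are CHO cells carrying HIG-tagged alpha-DG that lacks glycosylation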
TRPM1 prom inh: inhibitors of MITF-driven TRPM1 promoter in melanoma cells; SK-MEL-5 TRPM1 promoter luciferase, 24 h; inhibition, % at 12.5 µM; actives 0.83% (n = 330,000); AID 488899;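 active means mean inhibition across replicates of 60% or more, whatever share of single replicates reaches that level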; further: values of inactives mirror those of a sister screen read the other way
PDI turbidity: PDI (human) enzyme inhibition. PDI insulin aggregation turbidity, A650, 90 min. inhibition, % at 10 µM. actives 0.052% (n = 350,000). AID 588391;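 active means mean inhibition across replicates of 30% or more, whatever share of single replicates reach that level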;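 further: absorbance from insulin aggregation driven by PDI reduction with DTT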
Target sequence (P07237 whole entry, looked up): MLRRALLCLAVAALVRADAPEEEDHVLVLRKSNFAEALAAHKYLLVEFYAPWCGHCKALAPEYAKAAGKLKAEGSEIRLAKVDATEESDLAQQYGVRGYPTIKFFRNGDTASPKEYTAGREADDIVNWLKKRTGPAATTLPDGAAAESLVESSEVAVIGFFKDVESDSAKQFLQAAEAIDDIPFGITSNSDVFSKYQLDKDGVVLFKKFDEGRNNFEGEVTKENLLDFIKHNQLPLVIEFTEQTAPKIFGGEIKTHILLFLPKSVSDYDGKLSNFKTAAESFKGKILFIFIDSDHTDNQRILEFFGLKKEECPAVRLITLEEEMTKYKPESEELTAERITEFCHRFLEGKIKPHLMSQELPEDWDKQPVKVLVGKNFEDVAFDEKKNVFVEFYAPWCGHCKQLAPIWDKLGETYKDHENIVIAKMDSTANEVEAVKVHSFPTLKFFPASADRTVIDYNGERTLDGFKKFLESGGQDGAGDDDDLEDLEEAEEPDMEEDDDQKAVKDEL
* hit, by the source's call.

O=C1Nc2ccccc2C(O)(C(=O)NCc2ccco2)N1c1ccc(Cl)c(Cl)c1 (stereo unspecified) was read as Peg3 prom inh 1.6, NR2E3 ag-1 1.5, Exocytosis inh -1.2, hiPSC survival 0.6, HIF-2a inh -50.3, Vif imaging 8.0, NR2E3 ag-2 -22.6, aDG glyco up 0.0, TRPM1 prom inh 4.6 and PDI turbidity -10.0.
Screening COc1ccc2c(c1)CCCC21NC(=O)NC1=O (stereo unspecified) returned Peg3 prom inh -1.9, NR2E3 ag-1 0.0, Exocytosis inh 0.3, hiPSC survival -1.5, HIF-2a inh -2.1, NR2E3 ag-2 0.4, aDG glyco up -0.1, TRPM1 prom inh 0.5 and PDI turbidity 9.6.
Screening Nn1c(C2CCC2)nc2cc(Cl)ccc2c1=O returned Peg3 prom inh 12.6, NR2E3 ag-1 1.4, Exocytosis inh -8.6, hiPSC survival 0.8, HIF-2a inh 21.5, Vif imaging -3.9, NR2E3 ag-2 20.4, CaV13 ICDI inh -6.0, aDG glyco up -0.1, TRPM1 prom inh 8.8 and PDI turbidity -21.2.
`CCC(C)NC(=O)CNC(=O)c1nn(-c2ccc(OC)c(Cl)c2)c(=O)c2ccccc12` (stereo unspecified) gave Peg3 prom inh 8.4, NR2E3 ag-1 2.0, Exocytosis inh 6.7, hiPSC survival -0.2, HIF-2a inh 13.3, Vif imaging -3.5, NR2E3 ag-2 -8.7, CaV13 ICDI inh -3.8, aDG glyco up -0.1, TRPM1 prom inh 2.5 and PDI turbidity 2.4.
For CCCc1c(C)c2ccccc2[nH]c1=O the results were Peg3 prom inh 5.7, NR2E3 ag-1 -1.9, Exocytosis inh -1.4, hiPSC survival -0.3, HIF-2a inh 13.0, NR2E3 ag-2 -11.2, CaV13 ICDI inh -5.5, aDG glyco up -0.1, TRPM1 prom inh 1.4 and PDI turbidity -1.9.
`CC(C)(C)c1ccc(C(=O)c2cn[nH]c2-c2ccccc2O)cc1` gave Peg3 prom inh -186.3, NR2E3 ag-1 -2.4, Exocytosis inh -4.8, hiPSC survival -0.4, HIF-2a inh -178.2, Vif imaging -4.4, NR2E3 ag-2 -100.2, CaV13 ICDI inh -2.6, aDG glyco up 0.0, TRPM1 prom inh -37.4 and PDI turbidity 9.3.
CCc1noc(C)c1C(=O)N(C)CC(=O)Nc1ccccc1C(F)(F)F was read as Peg3 prom inh 1.9, NR2E3 ag-1 2.8, Exocytosis inh -2.5, hiPSC survival -0.2, HIF-2a inh 3.7, Vif imaging -2.3, NR2E3 ag-2 22.9, CaV13 ICDI inh -6.0, aDG glyco up 0.5, TRPM1 prom inh -5.1 and PDI turbidity 2.3.
Screening CN(C(=O)COC(=O)CNC(=O)C12CC3CC(CC(C3)C1)C2)c1ccccc1 returned Peg3 prom inh 0.9, NR2E3 ag-1 -0.3, Exocytosis inh -2.2, hiPSC survival -0.2, HIF-2a inh 9.5, Vif imaging 6.9, NR2E3 ag-2 -10.3, CaV13 ICDI inh -2.4, aDG glyco up -0.1, TRPM1 prom inh 1.2 and PDI turbidity -5.8.
For CCn1c(CNC(=O)COc2ccc(C(C)C)cc2)nnc1SCC(=O)Nc1ccccc1 the results were Peg3 prom inh -5.3, NR2E3 ag-1 0.5, Exocytosis inh 5.2, hiPSC survival -0.2, HIF-2a inh -0.7, Vif imaging -14.1, NR2E3 ag-2 -12.8, CaV13 ICDI inh -4.3, aDG glyco up 0.0, TRPM1 prom inh -3.1 and PDI turbidity -0.6.
For CC(C(=O)OCn1nnc2ccccc2c1=O)N1C(=O)c2ccccc2C1=O (stereo unspecified) the results were Peg3 prom inh 19.2, NR2E3 ag-1 4.3, Exocytosis inh 2.3, hiPSC survival 2.4, HIF-2a inh 18.9, Vif imaging 8.8, NR2E3 ag-2 -1.6, CaV13 ICDI inh -4.3, aDG glyco up 0.0, TRPM1 prom inh 8.6 and PDI turbidity 0.8.
Screening CCc1ccccc1NC(=O)Cn1ccn(-c2ccc(OC)cc2)c(=O)c1=O returned Peg3 prom inh -6.8, NR2E3 ag-1 -0.6, Exocytosis inh -2.7, hiPSC survival -0.8, HIF-2a inh 8.7, Vif imaging -6.5, NR2E3 ag-2 -20.8, CaV13 ICDI inh -2.2, aDG glyco up -0.4, TRPM1 prom inh 0.6 and PDI turbidity 15.6.
COc1cccc(/C(N)=N/OC(=O)Cc2ccccc2[N+](=O)[O-])c1 was read as Peg3 prom inh -163.1, NR2E3 ag-1 4.5, Exocytosis inh -2.3, hiPSC survival -0.2, HIF-2a inh -268.7, Vif imaging 1.4, NR2E3 ag-2 -30.3, CaV13 ICDI inh 9.1, aDG glyco up -0.1, TRPM1 prom inh -15.0 and PDI turbidity 0.5.
`Clc1cccc(NCc2cn3cccnc3n2)c1` gave Peg3 prom inh -78.7, NR2E3 ag-1 -2.9, Exocytosis inh -0.3, hiPSC survival -0.8, HIF-2a inh -114.7, Vif imaging -9.1, NR2E3 ag-2 -5.0, CaV13 ICDI inh -2.5, aDG glyco up -0.3, TRPM1 prom inh -15.7 and PDI turbidity 9.2.
For Cc1c(Cl)cccc1NC(=S)N1CCN(c2ccccn2)CC1 the results were Peg3 prom inh 24.8, NR2E3 ag-1 2.0, Exocytosis inh 2.2, hiPSC survival 1.6, HIF-2a inh 13.2, Vif imaging 1.9, NR2E3 ag-2 -0.5, CaV13 ICDI inh 5.9, aDG glyco up 0.4, TRPM1 prom inh -2.3 and PDI turbidity -3.7.
`COc1ccc(CNC(=O)CCC(=O)Nc2cccnc2)cc1` gave Peg3 prom inh 15.1, NR2E3 ag-1 6.5, Exocytosis inh -10.2, hiPSC survival -0.3, HIF-2a inh 18.7, Vif imaging -4.9, NR2E3 ag-2 5.8, CaV13 ICDI inh -3.4, aDG glyco up -0.2, TRPM1 prom inh -2.4 and PDI turbidity 3.0.
Screening COCNc1nc(OCC#N)nc(N(C)C)n1 returned Peg3 prom inh 12.6, NR2E3 ag-1 1.4, Exocytosis inh -2.8, hiPSC survival -1.0, HIF-2a inh 7.3, Vif imaging 1.2, NR2E3 ag-2 20.5, CaV13 ICDI inh -5.6, aDG glyco up -0.2, TRPM1 prom inh -3.4 and PDI turbidity 2.0.
Screening Cc1cc(C)cc(NC(=S)NCCSc2ccc(Cl)cc2)c1 returned Peg3 prom inh 16.0, NR2E3 ag-1 4.2, Exocytosis inh 0.1, hiPSC survival -2.3, HIF-2a inh -14.7, Vif imaging 0.7, NR2E3 ag-2 3.4, CaV13 ICDI inh 0.6, aDG glyco up 1.0, TRPM1 prom inh -0.1 and PDI turbidity 6.2.
For COc1ccc(OC)c(CN2CCC(N3CCC(C(=O)NC4CC4)CC3)CC2)c1 the results were Peg3 prom inh 1.7, NR2E3 ag-1 1.4, Exocytosis inh -0.9, hiPSC survival -0.3, HIF-2a inh 15.4, Vif imaging 8.9, NR2E3 ag-2 -19.4, aDG glyco up -0.2, TRPM1 prom inh -4.8 and PDI turbidity -0.3.
O=S(=O)(c1cccc(-c2csc(N/N=C/c3ccco3)n2)c1)N1CCOCC1 was read as Peg3 prom inh 26.9, NR2E3 ag-1 -0.3, Exocytosis inh 2.7, hiPSC survival 0.2, HIF-2a inh -23.6, Vif imaging 3.3, NR2E3 ag-2 -19.9, CaV13 ICDI inh -3.0, aDG glyco up -0.4, TRPM1 prom inh 0.6 and PDI turbidity 0.1.
`COc1cccc(N(CC(=O)NC(C)c2ccccc2)S(C)(=O)=O)c1` (stereo unspecified) gave Peg3 prom inh -0.6, NR2E3 ag-1 -1.0, Exocytosis inh -1.2, hiPSC survival 1.5, HIF-2a inh 16.0, Vif imaging -2.8, NR2E3 ag-2 -15.3, CaV13 ICDI inh -3.9, aDG glyco up -0.1, TRPM1 prom inh -2.3 and PDI turbidity 2.9.
Screening O=C(Nc1ccccc1)N1CCN(S(=O)(=O)c2ccccc2)CC1 returned Peg3 prom inh -1.1, NR2E3 ag-1 4.9, Exocytosis inh -1.6, hiPSC survival -2.3, HIF-2a inh 10.4, Vif imaging -1.2, NR2E3 ag-2 11.6, CaV13 ICDI inh -4.3, aDG glyco up -0.2, TRPM1 prom inh 3.7 and PDI turbidity -1.8.
Screening N#Cc1nc(-c2ccco2)oc1N1CCC(C(N)=O)CC1 returned Peg3 prom inh 20.5, NR2E3 ag-1 1.7, Exocytosis inh 11.3, hiPSC survival -2.0, HIF-2a inh 11.3, Vif imaging 4.1, NR2E3 ag-2 4.0, aDG glyco up 1.3, TRPM1 prom inh -1.4 and PDI turbidity 1.3.
COc1ccc2c(c1)[C@H]1[C@H](CO2)[C@H](c2ccccc2)[C@]2(C)C(=O)Nc3cc(F)ccc3C(=O)N12 was read as Peg3 prom inh 15.0, Exocytosis inh -2.8, hiPSC survival 1.1, HIF-2a inh 23.1, Vif imaging -1.7, NR2E3 ag-2 -4.6, CaV13 ICDI inh -9.9, aDG glyco up 0.0, TRPM1 prom inh 5.4 and PDI turbidity -25.6.

Sorted by molecular weight (smallest number first): some entries from above
`Clc1cccc(NCc2cn3cccnc3n2)c1` gave Peg3 prom inh -78.7, NR2E3 ag-1 -2.9, Exocytosis inh -0.3, hiPSC survival -0.8, HIF-2a inh -114.7, Vif imaging -9.1, NR2E3 ag-2 -5.0, CaV13 ICDI inh -2.5, aDG glyco up -0.3, TRPM1 prom inh -15.7 and PDI turbidity 9.2.
For Cc1c(Cl)cccc1NC(=S)N1CCN(c2ccccn2)CC1 the results were Peg3 prom inh 24.8, NR2E3 ag-1 2.0, Exocytosis inh 2.2, hiPSC survival 1.6, HIF-2a inh 13.2, Vif imaging 1.9, NR2E3 ag-2 -0.5, CaV13 ICDI inh 5.9, aDG glyco up 0.4, TRPM1 prom inh -2.3 and PDI turbidity -3.7.
Screening Cc1cc(C)cc(NC(=S)NCCSc2ccc(Cl)cc2)c1 returned Peg3 prom inh 16.0, NR2E3 ag-1 4.2, Exocytosis inh 0.1, hiPSC survival -2.3, HIF-2a inh -14.7, Vif imaging 0.7, NR2E3 ag-2 3.4, CaV13 ICDI inh 0.6, aDG glyco up 1.0, TRPM1 prom inh -0.1 and PDI turbidity 6.2.
